# Bioassay records deposited in PubChem BioAssay by National Center for Advancing Translational Sciences (NCATS).
# PI5P4K alpha inh: inhibitors of human PI5P4K alpha; P48426; PI5P4Kalpha enzyme, ADP-Glo luminescence, 60 min; stronger effect = lower value; max response, %; 330,000 compounds, 1.2% hits; active = max response of -50% or lower; inconclusive = between -30% and -50%; inactive = -30% or higher; note: value at the top dose of about 77 µM; % is set by controls: 0 for no effect and ±100 for the full control effect
#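 Reactions run in 0.038 M HEPES pH 7.4, 0.28 mM EGTA, 0.1% CHAPS and 5% DMSO, with PI5P4Kalpha, substrate, compound and 5 microM ATP final, one hour at room temperature. Readout is ADP-Glo luminescence.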
# EPAC1 ag: EPAC1 (human) agonism | O95398 | 360,000 compounds, 0.073% hits | AID 720707 | EPAC1 agonist qHTS, biochemical assay; response scale: 100% = response to 6.5 mM cAMP | Potency, µM (doses to about 154 µM), inactives show top-dose activation, most hits filed as activators; note: potency is the fitted concentration of half-maximal effect; nearly all actives have a fitted effect of over 60% in size
#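 Nucleotide exchange by EPAC1 (100 nM) on Rap1B–BODIPY-GDP (250 nM) in the presence of 50 uM GDP is tracked fluorescently at 480/540 nm over 30 min. Signals are normalized to a 6.5 mM cAMP control.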
# PLK1 PBD block: blocks phosphopeptide binding to human PLK1 polo-box domain | Plk1 PBD binding of FITC phosphopeptide, fluorescence polarization | Potency, µM, for inactives: max response, negative = inhibition, hits mostly inhibitors | 360,000 compounds, 2.8% hits; note: potency is the fitted concentration of half-maximal effect; series mostly up to about 57 µM; % is set by controls: 0 for no effect and ±100 for the full control effect; nearly all actives have a fitted effect of over 65% in size
# Abeta rescue: compounds reversing amyloid beta toxicity in yeast | 410,000 compounds, 0.063% hits | AID 1347071 | Potency, µM (series often up to 46.1 µM), inactives show at the highest dose growth rescue, hits mostly activators | yeast expressing A-beta42, growth rescue, OD600, 48 h; response scale: 0% DMSO, 100% iron-clioquinol control; note: potency is the fitted concentration of half-maximal effect; nearly all actives have a fitted effect of over 55% in size
#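 Yeast growth medium received pinned compounds, then yeast cells expressing toxic A-beta were added; plates incubated at 30 C for 48 hr. Growth read as absorbance at 600 nm, normalized to DMSO and equimolar FeCl3 plus clioquinol controls.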
# FUS suppressor: FUS proteinopathy suppression in yeast | S. cerevisiae FUS-expressing, growth rescue, OD600, 24 h | Potency, µM (top dose mostly 76.6 µM), without a hit: at the highest dose growth rescue (activation), hits mostly activators | 390,000 compounds, 0.24% hits | AID 1347120;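 note: potency is the fitted concentration of half-maximal effect; plate controls were DMSO vehicle for no effect and reference control for full effect; nearly all actives have a fitted effect of over 55% in size; some results filed as inactive show a strong effect at the top dose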
#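 Steps: raffinose overnight preculture; dilution to OD 0.005 in 2% galactose minimal medium; compound addition (concentration series); 24hr at 30C, 99% humidity; absorbance read at 600 nm.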
# IL2 activator: activates IL-2 in a cell-based reporter assay; IL-2 activation reporter assay, cell-based qHTS; stimulated with anti-CD3/CD4/CD28 beads; in transgenic mouse T cells; activation, % (series mostly up to about 46 µM); 360,000 compounds, 0.065% hits; AID 652025; in the data active = activation above about 50%; inconclusive = mostly about 30% to 49%; note: 0% is about no effect
#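 Using fluorescent plate cytometry, EGFP and DsRed are detected in transgenic mouse T cells stimulated 18 h at 37 degrees C with antibody-coated beads after 60 min compound pretreatment.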
# EPAC1 antagonist: blocks human EPAC1 exchange factor; 360,000 compounds, 0.14% hits; O95398; AID 720709; EPAC1 GEF assay, Rap1b-BODIPY-GDP exchange fluorescence; Potency, µM (titrated, usually from 115 µM), inactives show top-dose activity change, negative = inhibition, hits mostly inhibitors;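 note: potency is the fitted concentration of half-maximal effect; plate controls were vehicle for no effect and positive control for full effect; nearly all actives have a fitted effect of over 50% in size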
# WRN helicase inh: WRN helicase (human) inhibition; Q14191; WRN helicase unwinding, fluorescent forked duplex, kinetic; Potency, µM (highest dose often 114 µM), inactives show at the highest dose activity change, negative = inhibition, most hits filed as inhibitors; 360,000 compounds, 0.46% hits; note: potency is the fitted concentration of half-maximal effect; % is set by controls: 0 for no effect and ±100 for the full control effect; nearly all actives have a fitted effect of over 55% in size
# Target sequence (Q14191 whole entry, looked up): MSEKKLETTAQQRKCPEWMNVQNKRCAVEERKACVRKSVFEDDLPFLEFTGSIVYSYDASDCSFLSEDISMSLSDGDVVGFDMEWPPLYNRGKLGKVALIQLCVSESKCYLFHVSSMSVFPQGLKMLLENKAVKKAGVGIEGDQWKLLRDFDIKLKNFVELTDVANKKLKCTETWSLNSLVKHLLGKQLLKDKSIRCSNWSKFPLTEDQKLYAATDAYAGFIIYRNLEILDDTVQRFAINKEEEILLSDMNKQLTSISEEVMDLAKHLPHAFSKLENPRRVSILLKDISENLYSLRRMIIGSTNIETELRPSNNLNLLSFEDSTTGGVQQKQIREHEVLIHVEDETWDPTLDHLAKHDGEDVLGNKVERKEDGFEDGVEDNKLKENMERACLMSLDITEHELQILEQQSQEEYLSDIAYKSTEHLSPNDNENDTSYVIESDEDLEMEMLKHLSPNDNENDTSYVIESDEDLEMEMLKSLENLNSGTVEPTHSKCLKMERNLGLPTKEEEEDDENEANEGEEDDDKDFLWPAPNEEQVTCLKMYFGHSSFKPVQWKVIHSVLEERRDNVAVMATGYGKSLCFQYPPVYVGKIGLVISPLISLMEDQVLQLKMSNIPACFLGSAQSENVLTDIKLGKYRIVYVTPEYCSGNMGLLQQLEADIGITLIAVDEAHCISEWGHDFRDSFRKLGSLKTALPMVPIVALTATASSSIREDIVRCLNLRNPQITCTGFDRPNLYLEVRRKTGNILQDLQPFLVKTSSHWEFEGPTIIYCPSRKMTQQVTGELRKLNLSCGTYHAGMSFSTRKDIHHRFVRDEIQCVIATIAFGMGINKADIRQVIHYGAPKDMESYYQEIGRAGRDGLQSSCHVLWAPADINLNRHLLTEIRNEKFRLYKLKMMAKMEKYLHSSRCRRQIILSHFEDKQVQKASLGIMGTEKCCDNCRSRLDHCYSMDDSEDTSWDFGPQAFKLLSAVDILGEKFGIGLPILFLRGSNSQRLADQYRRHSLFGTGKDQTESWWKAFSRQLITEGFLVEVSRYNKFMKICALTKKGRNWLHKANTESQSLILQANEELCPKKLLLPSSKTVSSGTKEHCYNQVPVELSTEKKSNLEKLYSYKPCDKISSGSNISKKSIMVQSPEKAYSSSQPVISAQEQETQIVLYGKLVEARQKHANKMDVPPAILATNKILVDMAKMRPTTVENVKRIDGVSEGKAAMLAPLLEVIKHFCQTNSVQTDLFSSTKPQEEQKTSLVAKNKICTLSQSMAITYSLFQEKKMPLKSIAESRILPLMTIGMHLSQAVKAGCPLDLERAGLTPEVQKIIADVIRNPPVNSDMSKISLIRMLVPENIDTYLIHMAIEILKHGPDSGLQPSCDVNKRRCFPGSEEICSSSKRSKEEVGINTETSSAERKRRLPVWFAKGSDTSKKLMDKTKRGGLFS
#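 WRN at 20 nM final preincubated with compound 15 min at room temperature; reaction started with 100 nM fluorophore/quencher forked duplex oligonucleotide and 2 mM ATP final. Unwinding followed kinetically by red fluorescence (ex 525, em 598 nm).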
# * = called active by the depositor; ? = inconclusive; / = not tested or not shown; & = joins results of further samples; [ ] = dose if it differs, or a comment. Unless noted, calls come from the whole dose curve; as a rule, active = well fitted curve in the direction sought with a large enough effect; inconclusive = small, poorly fitted or top-dose-only effect, or another doubt; inactive = no such curve, though single readings can be large; an effect the other way counts as inactive or inconclusive.
# The first 2 entries (preview)
# Each structure is followed by: PI5P4K alpha inh	EPAC1 ag	PLK1 PBD block	Abeta rescue	FUS suppressor	IL2 activator	EPAC1 antagonist	WRN helicase inh
1. COc1ccc(C(=O)NCc2ccc3c(c2)OCO3)cc1
    -2	-3%	4%	-16%	10%	-0.8	0%	6%
2. COc1ccc(OCCC(=O)OCC(=O)NC(=O)NC(C)C)cc1
    -1	-1%	2%	10%	2%	6.7	-16%	5%

# Main list, from the start:
# Each structure is followed by: PI5P4K alpha inh	EPAC1 ag	PLK1 PBD block	Abeta rescue	FUS suppressor	IL2 activator	EPAC1 antagonist	WRN helicase inh
1. COc1ccc(C(=O)NCc2ccc3c(c2)OCO3)cc1
    -2	-3%	4%	-16%	10%	-0.8	0%	6%
2. COc1ccc(OCCC(=O)OCC(=O)NC(=O)NC(C)C)cc1
    -1	-1%	2%	10%	2%	6.7	-16%	5%
3. CC(=O)Nc1cnc(-c2cccc(C(=O)N3CCOCC3)c2)cn1
    1	2%	-4%	2%	-15%	-0.4	4%	-12%
4. O=c1ccccn1Cc1ccccc1F
    -1	-2%	0%	17%	-9%	2.5	12%	5%
5. Cc1ccc(OCC(=O)NCc2n[nH]c(=O)c3ccccc23)cc1
    8	10%	-4%	-7%	0%	-5.2	11%	-4%
6. Cc1c(C(=O)Nc2c(N)nc(SCC(=O)NCC3CCCO3)[nH]c2=O)cccc1[N+](=O)[O-] (stereo not given)
    2	2%	2%	-6%	32%	-0.7	4%	-11%
7. O=C(Nc1ccc2c(c1)OCCO2)Nc1ccc2c(c1)OCO2
    0	-9%	-2%	-2%	26%	-0.8	-15%	1%
8. COc1ccc(/C=C/C(=O)NCCN=C2NS(=O)(=O)c3ccccc32)cc1
    -11	8%	-6%	2%	9%	-0.5	-5%	1%
9. O=C(c1cccc(S(=O)(=O)N2CCCCC2)c1)N1CCN(Cc2ccccc2)CC1
    -3	1%	1%	5%	-12%	0.1	23%	-2%
10. Clc1ccc(-c2n[nH]c3c2CCC3)cc1Cl
    14	10%	2%	-88%[inhibitor]	26%	-2.4	-15%	-6%
11. C=CCN=C(C)C1=C(O)C(C)OC1=O (stereo not given)
    -3	-9%	1%	23%	-9%	1.1	7%	3%
12. Cc1cccc(NC(=O)C2(c3cccs3)CCOCC2)c1
    -3	6%	-11%	8%	30%	-1.0	?	1%
13. Cc1cc(C)c(S(=O)(=O)NCCc2ccccc2)c(C)c1
    -1	0%	-3%	15%	29%	-2.0	-25%	-7%
14. CC1CC(C)CN(C(=O)COC(=O)CNC(=O)C23CC4CC(CC(C4)C2)C3)C1 (stereo not given)
    2	?	0%	24%	13%	0.4	0%	1%
15. Cc1cccc(NS(=O)(=O)c2ccc(Cl)cc2)n1
    2	1%	-5%	-12%	30%	-0.3	0%	1%

# In a second layout: entries from further up.
4. O=c1ccccn1Cc1ccccc1F
5. Cc1ccc(OCC(=O)NCc2n[nH]c(=O)c3ccccc23)cc1
6. Cc1c(C(=O)Nc2c(N)nc(SCC(=O)NCC3CCCO3)[nH]c2=O)cccc1[N+](=O)[O-] (stereo not given)
7. O=C(Nc1ccc2c(c1)OCCO2)Nc1ccc2c(c1)OCO2

assay / compound,4,5,6,7
PI5P4K alpha inh,-1,8,2,0
EPAC1 ag,-2%,10%,2%,-9%
PLK1 PBD block,0%,-4%,2%,-2%
Abeta rescue,17%,-7%,-6%,-2%
FUS suppressor,-9%,0%,32%,26%
IL2 activator,2.5,-5.2,-0.7,-0.8
EPAC1 antagonist,12%,11%,4%,-15%
WRN helicase inh,5%,-4%,-11%,1%

# (more compounds)
# Each structure is followed by: PI5P4K alpha inh	EPAC1 ag	PLK1 PBD block	Abeta rescue	FUS suppressor	IL2 activator	EPAC1 antagonist	WRN helicase inh
16. O=C(O)CCC(=O)Nc1ccc(N2CCOCC2)cc1
    3	7%	-13%	-13%	-8%	1.0	5%	-34%[57.1 µM]
17. Cc1cccc(NC(=O)c2cc(-c3ccccn3)nc3ccccc23)c1C
    8	6%	-9%	7%	?	-4.5	-17%	-11%
18. COc1ccc(C(=O)CCC(=O)Nc2cccnc2)c(OC)c1
    5	8%	-20%	-7%	18%	0.0	5%	9%
19. CC(=O)N1c2ccc(S(=O)(=O)NCCc3ccccc3)cc2CC1C (stereo not given)
    8	-1%	3%	-3%	11%	-0.9	-18%	-8%
20. COc1ccc(Cl)cc1NC(=O)Nc1cn(C)nc1C
    11	4%	5%	7%	-2%	-2.4	3%	0%
21. CCOc1ccc2c(c1)C(=O)c1cc(OCC(=O)O)ccc1-2
    2	-6%	-4%	-18%	-4%	-0.4	8%	-11%
22. Cn1cc(/C=C(\C#N)C(=O)Nc2cccc([N+](=O)[O-])c2)c2ccccc21
    0	13%	-5%	11%	-10%	-0.4	8%	-1%
23. Cc1ccc(-n2ncc3c(=O)n(-c4cccc(C)c4)c(=O)[nH]c32)cc1
    0	-5%	-11%	2%	1%	-2.3	4%	-6%
24. Cc1cc(C)n(CCC(=O)N/N=C/c2ccccc2O)n1
    -1	7%	-8%	12%	/	-1.3	2%	5%
25. CN(CC(=O)Nc1ccccc1C(=O)NC1CC1)Cc1ccc(Cl)s1
    4	-5%	-16%	-7%	-3%	0.9	-7%	0%
26. COc1ccc(CN(C(=O)c2ccc(-c3ccccc3)[nH]2)C(C(=O)NCC2CCCO2)c2ccc(C)o2)cc1 (stereo not given)
    1	6%	3%	4%	/	0.1	-28%	-7%
27. Cc1ccc(C2=NN(CCC(=O)NC3CCCC3)C(=O)CC2)cc1
    3	-8%	17%	-23%	22%	-3.3	27%	-4%
28. CC(C)[N+]1=C2C=CC=CC=C2SC12C([N+](=O)[O-])=CC(=[N+]([O-])[O-])C=C2[N+](=O)[O-] (stereo not given)
    -6	0%	-1%	3%	9%	2.7	-13%	-1%
29. O=C(NCc1cccnc1)c1ccc(CS(=O)(=O)c2ccc(Cl)cc2)o1
    -4	-7%	-4%	4%	1%	-0.3	8%	4%
30. CCOC(=O)C1=C(C)NC(=S)NC1c1cc(C)sc1C (stereo not given)
    1	9%	-20%	/	1%	-0.6	-16%	2%
31. O=c1ccc(-c2ccc(S(=O)(=O)Nc3ccccc3Cl)o2)n[nH]1
    -18	-7%	-12%	-4%	-6%	-0.2	-2%	-14%
32. O=c1[nH]c2cccnc2n1Cc1ccccc1
    1	12%	-2%	-3%	-11%	0.2	-14%	4%
33. O=C(NCCCO)/C(=C\C=C\c1ccccc1)NC(=O)c1ccccc1Cl
    3	-1%	-5%	16%	/	0.0	-3%	2%
34. O=C1c2ccccc2C(=O)N1OS(=O)(=O)c1ccc(F)cc1
    1	-10%	5.3µM*	-19%	-16%	-1.1	-3%	3%
35. CN1CCN(CCCNC(=O)CN2C(=O)COc3ccccc32)CC1
    0	6%	-12%	-13%	-20%	-0.9	16%	15%
36. Cc1ccc(N(C(=O)CNC(=O)c2ccco2)C(C(=O)NC2CCCC2)c2ccncc2)c(C)c1 (stereo not given)
    2	-1%	-12%	7%	5%	0.2	-7%	2%
37. CN(CC(=O)NC1CCCC1)S(=O)(=O)c1cnc[nH]1
    -2	-2%	-4%	-6%	-19%	-2.5	0%	-7%
38. COc1nc(C)nc2c1ccc1ccccc12
    3	-12%	1%	-5%	-22%	-1.0	7%	7%
39. Cn1c(=O)c([N+](=O)[O-])c(N2CCSCC2)c2ccccc21
    -1	2%	-1%	-13%	-9%	-0.3	13%	-3%
40. Cn1nc(C(=O)OCC(=O)Nc2ccc(Cl)cc2Cl)c2ccccc2c1=O
    -2	-5%	-14%	-11%	-29%	0.1	-9%	-12%
41. Cc1ccc(C)c(OCC(=O)Nc2ccc(S(=O)(=O)N3CCN(C)CC3)cc2)c1
    4	-6%	-7%	-8%	15%	-1.5	-3%	-16%
42. Cc1cc2oc(=O)cc(-c3ccccc3)c2c(C)c1-c1ccc(OC(F)(F)F)cc1
    5	-21%	-9%	-8%	-21%	-0.4	-17%	-10%
43. CCC(C)OC(=O)n1ccc(C(=O)Nc2nccs2)n1 (stereo not given)
    /	0%	-2%	9%	-8%	-1.4	10%	-6%
44. CCN1CCN(C(=O)c2ccc(OCC(=O)Nc3ccc(F)cc3)c(OC)c2)CC1
    2	-1%	-6%	-10%	22%	-0.7	-2%	-2%
45. Cc1ccc(C)c(S(=O)(=O)N2CCCC2CNC(=O)C(=O)NCc2ccco2)c1 (stereo not given)
    -7	7%	-7%	5%	13%	-0.3	-1%	-5%

# The results go on:
item | canonical_smiles | PI5P4K alpha inh | EPAC1 ag | PLK1 PBD block | Abeta rescue | FUS suppressor | IL2 activator | EPAC1 antagonist | WRN helicase inh
46 | Cn1c(=O)[nH]c(=O)c2c1nc(N1CCN(c3ccccc3)CC1)n2CCSc1ncccn1 | 2 | 2% | -5% | 1% | -16% | -1.5 | -14% | -6%
47 | Cc1ccc(C(=O)Nc2ccc(O)cc2C(=O)O)cc1 | / | 0% | -3% | 2% | 18% | 0.1 | -2% | -13%
48 | Cc1cccc(NC(=O)Cn2cnc3c(oc4ccccc43)c2=O)c1 | 3 | 6% | 0% | 14% | 23% | -0.4 | 3% | 5%
49 | CCOC(=O)C1CCN(CC(O)COc2ccc(C(=O)CC)cc2)CC1 (stereo not given) | / | -3% | 1% | -9% | -2% | -1.2 | 13% | 8%
50 | COc1cc(-c2n[nH]c(=S)n2-c2ccc(Br)cc2)cc(OC)c1OC | -11 | -7% | -7% | 14% | 8% | -0.6 | 6% | 1%
51 | COC(=O)/C(C(C)=O)=C(/C=C/C=C/N(C)C)N(C)C | / | 17% | -8% | 6% | -5% | -0.7 | 6% | -7%
52 | Cc1ccc(-n2c(CNc3ccc(F)cc3)nnc2SCC(=O)N2CCCC2)cc1 | 2 | -3% | 5%&-11% | -2% | 39% | -0.6 | -7% | 6%
53 | Cc1cc(-n2c(C)cc(C(=O)CSc3nncn3C(C)C)c2C)no1 | -2 | -3% | -6% | -7% | ? | -2.2 | 11% | -5%
54 | CCNC(=O)/C(C#N)=C/c1c(N2CCCCCC2)nc2ccccn2c1=O | -3 | 1% | -16% | -4% | -4% | 1.4 | 0% | -7%
55 | Cc1ccc(S(=O)(=O)N(C)C)cc1NC(=O)COC(=O)c1ccc2ccccc2n1 | -3 | -3% | -1% | 7% | 9% | -0.2 | -10% | -6%
